CCR6 antag: CCR6 (human) receptor antagonism | AID 493098 | 0.49% of 340,000 active | inhibition, % at 20 µM | CHO-K1 CCR6 PathHunter beta-arrestin, luminescence, CCL20-stimulated | P51684;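 active = compounds whose inhibition of the agonist-driven luminescence signal at 20 µM reaches about 50%, limit read from the data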;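 note: cells stimulated with CCL20 at 14 nM final; plate controls were DMSO with CCL20 for no effect and DMSO without agonist for full effect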
Target sequence (P51684 whole entry, looked up): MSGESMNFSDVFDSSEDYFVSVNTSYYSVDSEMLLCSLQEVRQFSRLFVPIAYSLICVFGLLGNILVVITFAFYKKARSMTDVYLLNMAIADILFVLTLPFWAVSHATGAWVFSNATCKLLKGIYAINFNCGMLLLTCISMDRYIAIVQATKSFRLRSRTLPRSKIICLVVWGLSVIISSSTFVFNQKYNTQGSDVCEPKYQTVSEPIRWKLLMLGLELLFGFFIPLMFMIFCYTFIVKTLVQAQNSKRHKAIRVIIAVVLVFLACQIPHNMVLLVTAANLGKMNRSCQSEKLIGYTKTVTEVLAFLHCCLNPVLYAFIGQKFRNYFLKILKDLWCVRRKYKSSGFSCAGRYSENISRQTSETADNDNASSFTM
UBC13 inh: human UBC13 polyubiquitination inhibition. inhibition, % at 20 µM. P61088. UBC13 polyubiquitin chain formation, TR-FRET. AID 485273. 0.47% of 330,000 active; in the data active = inhibition above about 45%, passing the limit was not always enough
Target sequence (P61088 whole entry, looked up): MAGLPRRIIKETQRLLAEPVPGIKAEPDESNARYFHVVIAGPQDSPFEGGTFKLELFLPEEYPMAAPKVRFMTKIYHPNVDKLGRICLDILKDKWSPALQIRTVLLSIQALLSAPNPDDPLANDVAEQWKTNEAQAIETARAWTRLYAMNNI
EBI2 antag: EBI2 (human) antagonism; P32249; EBI2 beta-arrestin recruitment, luminescence, 7a,25-OHC stimulated; inhibition, % at 5 µM; 0.81% of 360,000 active; in the data active = inhibition above about 38%;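 note: enzyme fragment complementation signal reports receptor beta-arrestin coupling in cells; 0% = agonist plus DMSO wells and 100% = wells without agonist; some results beyond the cut were filed as inactive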
697 NFkB inh: lowers PMA/ionomycin-induced NF-kB signal in 697 B cells; 0.33% of 330,000 active; 697 B-cell NF-kB luciferase reporter, 16 h; inhibition, % at 4 µM; in the data active = inhibition above about 35%
APJ antagonist: antagonists of human APJ apelin receptor | P35414 | CHO-K1 APJ beta-arrestin complementation, luminescence | inhibition, % at 20 µM | 0.32% of 330,000 active | AID 2521;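 active = inhibition above about 40% at 20 µM, limit read from the data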;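 note: cells challenged with 10 nM apelin-13 agonist together with compound; plate controls were apelin-13 plus DMSO wells for no effect and DMSO wells lacking apelin-13 for full effect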
Target sequence (P35414 whole entry, looked up): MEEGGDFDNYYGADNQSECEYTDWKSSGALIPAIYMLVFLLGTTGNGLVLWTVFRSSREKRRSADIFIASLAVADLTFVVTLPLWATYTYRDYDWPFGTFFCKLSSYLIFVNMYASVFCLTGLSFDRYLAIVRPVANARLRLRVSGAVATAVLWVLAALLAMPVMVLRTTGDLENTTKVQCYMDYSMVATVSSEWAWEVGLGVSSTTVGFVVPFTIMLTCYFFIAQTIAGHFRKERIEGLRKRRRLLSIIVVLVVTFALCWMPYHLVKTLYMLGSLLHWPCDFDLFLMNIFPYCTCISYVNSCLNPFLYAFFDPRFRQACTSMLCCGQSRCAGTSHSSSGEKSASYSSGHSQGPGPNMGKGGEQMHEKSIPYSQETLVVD
CXCR6 block: CXCR6 (human) receptor inhibition; CHO-K1 PathHunter CXCR6 beta-arrestin, luminescence; inhibition, % at 20 µM; 0.36% of 360,000 active; AID 602244; in the data active = inhibition above about 34%, passing the limit was not always enough;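 note: antagonist mode with CXCL16 agonist at 10 nM final; 0% = 10 nM CXCL16 with DMSO and 100% = unstimulated wells without agonist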
Gli-Sufu antag: blocks Gli-Sufu signaling in a luciferase reporter; inhibition, % at 5 µM; Sufu-KO-LIGHT fibroblasts, Gli luciferase reporter luminescence; 0.74% of 340,000 active;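 active = inhibition above about 55%, limit read from the data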;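 note: 0% = DMSO-treated cells and 100% = wells with medium but no cells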
Jurkat NFkB inh: inhibitors of the PMA/ionomycin-induced NF-kB reporter in Jurkat cells. PMA/ionomycin-induced NF-kB luciferase reporter, luminescence. inhibition, % at 4 µM. 0.53% of 330,000 active. AID 435003; in the data active = inhibition above about 50%
Starred values were filed as active, the others as inactive; . = not tested or not shown.

SMILES	CCR6 antag	UBC13 inh	EBI2 antag	697 NFkB inh	APJ antagonist	CXCR6 block	Gli-Sufu antag	Jurkat NFkB inh
COc1ccc(NC(=O)Cn2ccc3c(OC)cccc3c2=O)cc1	13	7	-5	2	0	2	-2	-6
O=C(Nc1ccc(F)cc1F)N1CCCN(c2ccc([N+](=O)[O-])cn2)CC1	5	-2	-8	-7	14	2	11	6
O=C(Nc1ccc2oc(-c3ccc4ccccc4c3)nc2c1)c1ccc2c(c1)OCCO2	-2	-3	6	-187	-2	-5	-57	-51
COC(=O)C(CC(=O)c1ccc(Br)cc1)n1nc(C)cc1C (stereo unspecified)	5	-1	-6	-18	17	22	-1	-13
C=CCNC(N)=S	0	-4	5	1	17	-2	9	-9
Cc1cc(C)c(C#N)c(N2CCCC2)n1	13	13	-3	5	18	2	-3	2
Cc1nn(-c2nnc(NCc3ccccc3)nn2)c(C)c1Br	19	-8	1	-13	-45	-18	-4	3
CCOc1ccc(NC(=O)Cn2cc(C(=O)C3CC3)c3ccccc32)cc1	15	7	9	17	-22	-1	-13	8
CN(C)c1ccc(N2CN=C3SCC(=O)N3C2)cc1	-17	-6	-8	-18	4	-6	11	-30
COc1ccc(S(=O)(=O)Nc2ccc(F)cc2)cc1N(C)S(=O)(=O)c1ccc(Cl)cc1	20	0	20	-8	8	-6	-1	21
CN(Cc1nc2ccccc2c(=O)[nH]1)C(=O)c1cccc(S(=O)(=O)N2CCc3ccccc32)c1	10	10	15	-84	-7	7	12	59*
CCS(=O)(=O)N1CCN(C(C)CCc2ccccc2)CC1 (stereo unspecified)	-10	11	-5	5	15	1	4	2
CC(Sc1ccc(Cl)cc1)C(=O)Nc1ccc2c(c1)OCO2 (stereo unspecified)	1	3	12	1	14	-13	-5	-8
O=C(NCc1ccccc1F)C12CC3CC(CC(C3)C1)C2	15	2	-6	-7	-13	-9	3	-4
CN(C)S(=O)(=O)c1cccc(NC(=S)NC(=O)C2CCCCC2)c1	26	7	4	-8	-4	5	-5	3
COc1ccccc1NS(=O)(=O)c1cccc(C(=O)N/N=C(\C)c2ccncc2)c1	0	-2	-4	-8	19	2	0	-1
COc1ccc(/C=C/c2nc(N)nc(-c3ccccc3O)n2)cc1	-1	6	24	-8	5	0	-11	-21
O=C(N/N=C\C1CC=CCC1)c1ccc(Br)o1 (stereo unspecified)	14	-20	-9	0	-2	-8	13	12
CCOC(=O)C(C(=O)c1ccccc1)C1CC(C)NC(=S)N1 (stereo unspecified)	-6	8	-3	-17	-4	4	4	-20
COc1ccc(CC(=O)Nc2c3c(nn2-c2ccccc2C)CS(=O)C3)cc1 (stereo unspecified)	1	4	0	13	15	4	-1	-4
S=c1[nH]nc(-c2cc(-c3ccccc3)n[nH]2)n1/N=C/c1cccs1	0	1	24	-8	-12	-8	5	0
CC(C)OC(=O)CSc1nc(N)c(C#N)c(-c2ccco2)c1C#N	-5	-11	11	-5	-24	-10	6	1
COc1cccc2c(N/N=C/c3ccccc3)cc(C)nc12	5	-3	-2	-16	-3	3	-5	-15
Cc1ccc(CC(=O)NCC(O)c2ccccc2)cc1 (stereo unspecified)	12	1	-7	19	-1	3	.	8

Quoted at random: four compounds from above.
SMILES	CCR6 antag	UBC13 inh	EBI2 antag	697 NFkB inh	APJ antagonist	CXCR6 block	Gli-Sufu antag	Jurkat NFkB inh
S=c1[nH]nc(-c2cc(-c3ccccc3)n[nH]2)n1/N=C/c1cccs1	0	1	24	-8	-12	-8	5	0
CC(C)OC(=O)CSc1nc(N)c(C#N)c(-c2ccco2)c1C#N	-5	-11	11	-5	-24	-10	6	1
COc1ccccc1NS(=O)(=O)c1cccc(C(=O)N/N=C(\C)c2ccncc2)c1	0	-2	-4	-8	19	2	0	-1
CC(Sc1ccc(Cl)cc1)C(=O)Nc1ccc2c(c1)OCO2 (stereo unspecified)	1	3	12	1	14	-13	-5	-8

Further structures:
SMILES	CCR6 antag	UBC13 inh	EBI2 antag	697 NFkB inh	APJ antagonist	CXCR6 block	Gli-Sufu antag	Jurkat NFkB inh
O=C1CCCN1c1cc(Cl)cc(Cl)c1	8	-17	-5	-4	13	2	-1	-5
O=C(NCc1ccco1)c1cc([N+](=O)[O-])cc([N+](=O)[O-])c1	-9	-7	-23	9	-42	-15	-3	-1
CCOc1ccccc1NC(=O)CCNS(=O)(=O)c1ccc(NC(C)=O)cc1	-4	9	-9	6	8	0	-2	-4
Cc1ccc(Cn2nnc3c(=O)[nH]c(C4CCN(S(=O)(=O)c5ccc(F)cc5)CC4)nc32)cc1	-1	6	-2	9	-20	-10	2	2
CC(C)(C)C1CCC(C(=O)Nc2ccccc2N2CCOCC2)CC1 (stereo unspecified)	18	6	9	-7	-4	6	-2	9
Cc1cccc(-c2nnn3c2nc(NCCc2ccc(S(N)(=O)=O)cc2)c2ccccc23)c1	-1	44	-2	-29	-1	-6	-47	20
O=[N+]([O-])c1ccc2c(c1)C(O)n1nc(-c3ccc(Cl)cc3Cl)nc1S2 (stereo unspecified)	8	-10	7	4	15	4	1	5
Cn1c(CNC(=O)c2ccco2)nnc1SCCOc1ccccc1	12	1	-13	-5	-17	13	19	3
O=C(Cc1ccccc1)c1ccc(Cl)cc1	13	-4	0	20	-18	2	3	-15
CCOC(=O)N1CCC(NC(=O)CN(C)S(=O)(=O)c2cc3c(cc2Cl)NC(=O)CO3)CC1	6	-1	-6	-14	11	-5	4	10
O=C(Cc1ccccc1)N/N=C\c1ccc(Br)o1	0	.	-1	.	.	0	-4	.
COc1ccccc1OCCNc1nc2c(c(=O)n(C)c(=O)n2C)n1C	-6	6	-11	-15	-5	-10	8	4
CCOc1cc(/C=C2/SC(=S)N(C)C2=O)ccc1Oc1ccc([N+](=O)[O-])cc1[N+](=O)[O-]	.	2	.	15	-10	.	.	2
N#Cc1ccc(C#Cc2ccc3oc4ccccc4c(=O)c3c2)cc1	-21	-21	-3	3	10	0	-7	11
Oc1c(Br)cc(/C=N/n2c(-c3ccccc3)n[nH]c2=S)cc1Br	-1	2	1	7	11	3	-17	3
CC(C)C[C@@H](CN)NC(=O)c1nc[nH]c1C(=O)N[C@@H](Cc1c[nH]c2ccccc12)C(=O)CNC[C@H](C)NC(=O)c1nc[nH]c1C(=O)N[C@@H](CC(=O)O)C(=O)O	16	.	-4	.	.	8	-8	.
O=C(c1ccccc1N1CCOCC1)N1CCCC(Nc2ccc(F)cc2)C1 (stereo unspecified)	5	-4	-2	-18	9	-4	-5	10
CN(C)c1ccnc(Oc2ccc(C(C)(C)C)cc2)c1C#N	6	-4	12	-133	6	-4	-28	-44
CC1=C(C)CC2C(=O)N(c3cccc4ccccc34)C(=O)C2C1 (stereo unspecified)	1	-2	3	0	14	-9	2	-8
CCCOc1ccc(-c2nnn(CC(=O)N3CCCC(C)C3)n2)cc1 (stereo unspecified)	8	10	1	-2	-5	-5	-19	9
COCCN(C(=O)COC(=O)/C=C/c1nc2ccccc2s1)c1c(N)n(Cc2ccccc2)c(=O)[nH]c1=O	10	-1	-14	-9	4	-5	-4	-5
CC(=O)O/N=C/c1c(N2CCOCC2)n(C)c2ccccc12	-7	7	-4	-2	-18	1	7	2
CCCN(CC(=O)Nc1ccccc1OC)C(=O)c1cccc(S(=O)(=O)Nc2ccc(OC)cc2)c1	7	3	4	11	5	4	1	14
CN1CCC(N(C)S(=O)(=O)c2ccc(F)cc2F)CC1	-17	-7	1	-7	4	-10	-3	-6
O=C1C2C3CCC(O3)C2C(=O)N1c1cc(OCC(F)F)cc([N+](=O)[O-])c1 (stereo unspecified)	1	-1	-1	12	3	-4	-2	-2
C/C=C/C=C\C(=O)Nc1cccc(C2=NOC3(C2)C[C@@H](C(N)=O)N(C(=O)c2cc([N+](=O)[O-])cc([N+](=O)[O-])c2)C3)c1 (stereo partly specified)	-2	-28	-20	7	-18	-21	8	6
Cc1ccc(OCCNC(=O)C(=O)NCc2ccco2)cc1	4	-1	14	-14	14	-7	-14	30
CSc1ccccc1NC(=O)Cn1c(-c2cscn2)nc2ccccc21	7	14	-2	12	14	0	1	0
O=C(N/C(=C\c1ccc([N+](=O)[O-])cc1)C(=O)N1CCOCC1)c1ccco1	0	-7	1	0	13	2	-11	12
CC(C)c1csc2nc3n(c(=O)c12)CCCCC3	0	4	5	-7	8	3	-13	-13
CC(C)C(=O)N1CCN(c2nc(-c3ccccc3)c3c(c2C#N)CCCC3)CC1	37	10	23	-33	2	11	36	-1
COc1cc(CNc2nnnn2C)cc(OC)c1OC	-6	1	-8	10	1	-1	-1	-7
Cc1nc(-c2nc(-c3c(C(=O)NNC(=O)Nc4ccccc4)noc3C)cs2)cs1	-4	-1	-6	-16	1	-2	-3	-11
CN(C(=O)c1ccc(NC(=O)Cc2ccc(NC(=O)C3CCCN(C(=O)C4CCCCC4)C3)cc2)cc1)C1CCCC1 (stereo unspecified)	-13	.	-7	.	.	-1	3	.
CC(C)(C)C(=O)Nc1ccccc1-c1nc2ccccc2[nH]c1=O	-3	-16	-2	-43	1	-10	0	-38
COc1ccc(CC(=O)Nc2cc(S(=O)(=O)Nc3ccc(OC)cc3)ccc2OC)cc1	12	-3	-1	-10	3	1	3	-14
Cc1cc(NCCc2ccc(Cl)cc2)n2ncnc2n1	4	11	-1	-4	8	-3	-8	9
CC(C)(C)c1nnc(NC(=O)c2cccnc2)s1	5	2	-7	-2	4	7	-12	5
CCOC(=O)CC(=O)NC(CC(=O)OC)c1ccc(Br)cc1 (stereo unspecified)	14	4	-6	8	0	-2	-8	6
N#CC1=C(N)OC2=C(C(=O)CCC2)C1Cc1ccccc1 (stereo unspecified)	-4	-2	7	7	6	0	-1	-16
CNC(=O)/C(C#N)=C/c1ccc(-c2ccc(Cl)cc2)o1	-24	-1	3	-41	21	-4	-22	-30
CCOC(=O)C(C)n1nc(-c2ccccc2)c2ccccc2c1=O (stereo unspecified)	11	1	-6	-21	-9	2	1	-8
COc1ccc(-n2c(SCC(=O)O)nnc2-c2ccc(NC(=O)c3ccccc3)cc2)cc1	-2	-15	-3	15	-1	0	-20	-5
CCOC(=O)c1sc(N=NC2=C(O)CCCC2=O)c(C(=O)OCC)c1C	33	-116	-12	-12	-16	32	3	-16
CC(C(=O)Nc1ccc2c(c1)OCCO2)N1Cc2ccccc2C1=O (stereo unspecified)	3	-9	-4	-28	26	1	26	4
CCc1nnc2sc(-c3cc(-c4ccccc4)nc4ccccc34)nn12	-12	22	0	2	0	2	3	-1
OC(CNCCc1ccc(C(F)(F)F)cc1)COc1ccc2ccccc2c1 (stereo unspecified)	-9	16	2	-11	1	-3	6	-11
O=C1Nc2ccccc2OC1CC(=O)N1CCCC1 (stereo unspecified)	4	-4	-9	-22	6	0	-1	-27
COc1ccccc1N1C(=O)CC(N2CCN(c3ccc(Cl)cc3)CC2)C1=O (stereo unspecified)	5	0	-17	4	-1	-4	0	-1
O=C(CCN1CCCC1=O)NC1CCCc2c1cnn2-c1ccccc1F (stereo unspecified)	-9	-4	-4	-14	-1	5	-3	5
O=C(CSc1ncn[nH]1)Nc1ccc(Cl)c(Cl)c1	0	5	-24	35*	10	-1	5	5
O=C(O)COCC(=O)N1CCN(C2c3ccccc3-c3ccccc32)CC1	-13	3	0	5	4	-3	-3	5
Cc1cc(C)cc(NC(=S)NCc2ccc(F)cc2)c1	7	5	-5	9	-9	3	2	18
CCN(CC)c1ccc(S(=O)(=O)N2CCOCC2)cc1NC(=O)COC(=O)/C=C/c1ccc(C)o1	10	-6	-14	12	-10	0	-3	-3
Cc1c(CN2CCC(C)CC2)c(=O)n(-c2ccccc2)n1C	-16	-2	-21	-5	25	-4	0	2
Cn1c(=O)c(C(=O)COC(=O)c2cc(-c3ccccc3)nc3ccccc23)c(N)n(Cc2ccccc2)c1=O	.	8	.	-35	9	.	.	26
COc1cc(NC(=O)c2cc(-c3ccco3)on2)c(OC)cc1Cl	-3	21	2	3	3	-2	5	-3
COc1ccccc1NC(=O)C(CCS(C)(=O)=O)N1C(=O)c2ccccc2C1=O (stereo unspecified)	8	-6	-2	3	20	-24	-4	8
